Assay outcomes deposited in PubChem by several laboratories.
NPY Y1 blocker = blocks the human neuropeptide Y Y1 receptor; P25929; HEK293-CNG Y1 cells, membrane potential fluorescence; NPY at EC95, then isoproterenol; inhibition, % at 3.6 µM; 1% of 200,000 active;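 active = inhibition above the campaign mean inhibition of all tested compounds plus 3 SD, cut at about 20% in these data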;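 also: 0% = DMSO wells given NPY plus isoproterenol and 100% = isoproterenol alone without NPY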
Target sequence (P25929 whole entry, looked up): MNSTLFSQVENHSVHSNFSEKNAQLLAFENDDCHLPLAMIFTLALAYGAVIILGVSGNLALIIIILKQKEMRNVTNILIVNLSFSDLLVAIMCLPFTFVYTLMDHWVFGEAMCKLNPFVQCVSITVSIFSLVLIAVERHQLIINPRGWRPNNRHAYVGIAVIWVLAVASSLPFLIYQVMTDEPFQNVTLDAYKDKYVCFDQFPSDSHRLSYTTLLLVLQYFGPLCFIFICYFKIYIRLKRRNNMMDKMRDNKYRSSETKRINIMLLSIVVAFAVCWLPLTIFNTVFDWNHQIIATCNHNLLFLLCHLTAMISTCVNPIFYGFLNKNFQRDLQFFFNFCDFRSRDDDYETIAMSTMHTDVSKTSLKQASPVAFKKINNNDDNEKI
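Material: HEK293 Y1/CNG channel cell line; also added: NPY (25 nM), isoproterenol (1 µM), Ro 20-1724 (25 µM); doses: one concentration, 3.6 µM, in 0.4% DMSO; schedule: compound incubation 1 h at room temperature, readout 45 min post-stimulation; technique: membrane potential fluorescence; measure: fluorescence ratio normalized to % inhibition between controls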
zfTRPN1 agonist = agonists of zebrafish TRPN1 channel; HEK293 zebrafish TRPN1-YFP, Fluo-8 calcium fluorescence; 100% = response to 87 µM carbachol; activation, % at 3 µM; 0.18% of 220,000 active;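 active = activation above its plate's cutoff, the mean activation of test wells on that plate plus 3 SD, cut at about 19% in these data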;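 also: 0% = DMSO alone and 100% = 87 µM carbachol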
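Material: zebrafish TRPN1-YFP in HEK293 cells. Doses: one dose of 3 µM, 0.3% DMSO. Incubation: dye 1 h 37 °C plus 30 min RT. Measured by: intracellular calcium fluorescence with Fluo-8.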
TRPML3 agonist = human mucolipin-3 channel agonism. Q8TDD5. HEK293 TRPML3-YFP, Fluo-8 calcium fluorescence; 100% = the carbachol control signal. activation, % at 3 µM. 0.29% of 220,000 active. AID 1448;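 active = activation above its plate's cutoff, the mean activation of the plate's test wells plus 3 SD, cut at about 12% in these data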;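 also: 0% = DMSO only wells and 100% = carbachol wells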
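Test system – HEK293 line with stable expression of human TRPML3-YFP channel · Control set – carbachol 87 µM final as high control (100%), DMSO as low control (0%) · Signal – Fluo-8 calcium dye fluorescence, ex 470-495, em 515-575 nm · Incubation – 1-h 37 °C dye load, 5-s basal, 120-s post-compound reads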
EP2 antag = EP2 receptor (human) inhibition. P43116. C6 glioma cells expressing human EP2, cAMP TR-FRET; cells stimulated with saturating PGE2. inhibition, % at 25 µM. 0.52% of 260,000 active. AID 1422;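 active = percent inhibition above 40 after rounding to a whole number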;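 also: rat C6 glioma host cells with rolipram phosphodiesterase inhibitor present; the protocol text gives 20 µM as final concentration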
Target sequence (P43116 whole entry, looked up): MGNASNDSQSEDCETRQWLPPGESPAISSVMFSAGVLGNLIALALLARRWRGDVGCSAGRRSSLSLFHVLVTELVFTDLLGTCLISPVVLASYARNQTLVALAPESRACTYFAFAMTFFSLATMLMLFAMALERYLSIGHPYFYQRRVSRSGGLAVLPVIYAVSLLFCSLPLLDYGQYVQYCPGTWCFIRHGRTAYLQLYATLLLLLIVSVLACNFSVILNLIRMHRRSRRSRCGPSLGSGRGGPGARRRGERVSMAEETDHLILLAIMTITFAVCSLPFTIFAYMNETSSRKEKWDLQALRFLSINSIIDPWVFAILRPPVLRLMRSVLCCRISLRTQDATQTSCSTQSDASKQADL
PPC-1+TRAIL kill = compounds killing PPC-1 cancer cells with TRAIL present (potentiator screen, no TRAIL-free arm); AID 1443; PPC-1 cells + TRAIL, ATPLite viability luminescence; cell killing (% activity), % at 4 µM; 0.41% of 220,000 active;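 active = cell killing above 50% in the first pass at 4 µM, then a duplicate retest at 5 µM averaging 50% or more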;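 also: plate controls were cells with TRAIL plus DMSO for no effect and medium-only wells lacking cells for full effect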
EP2 mod = modulates human prostaglandin E2 receptor EP2 signaling. P43116. EP2-expressing cells, cAMP HTRF FRET, PGE2 co-stimulation. induction, % at 25 µM. 0.83% of 260,000 active;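 active = compounds whose cAMP rise, as percent of the full-agonist control response, exceeds 60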;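 also: rat C6 glioma line stably carrying human EP2 under a CMV promoter; the protocol text gives 20 µM as final concentration; 100% = response of wells given 1 µM PGE2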
14-3-3 Bad PPI = disrupts binding of bovine 14-3-3 zeta to phospho-Bad peptide. P63103. TR-FRET 14-3-3zeta/Dy647-pBad peptide displacement, 1 h. inhibition, % at 21.7 µM. 0.71% of 220,000 active. AID 781;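 active = inhibition above about 70%, limit read from the data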;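 also: 0% = full 14-3-3 plus peptide FRET controls and 100% = background without 14-3-3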
Target sequence (P63103 whole entry, looked up): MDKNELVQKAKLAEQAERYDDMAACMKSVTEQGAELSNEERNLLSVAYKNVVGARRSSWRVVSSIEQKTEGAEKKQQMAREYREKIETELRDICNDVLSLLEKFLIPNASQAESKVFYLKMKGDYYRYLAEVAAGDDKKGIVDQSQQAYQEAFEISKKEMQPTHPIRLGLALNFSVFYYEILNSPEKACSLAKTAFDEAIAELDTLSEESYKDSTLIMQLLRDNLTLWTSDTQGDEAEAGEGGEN
NPY-Y1 PAM-ag = potentiators or agonists of human neuropeptide Y receptor Y1. P25929. NPY-Y1 expressing cells, potentiator/agonist activation. activation, % at 3.6 µM. 0.37% of 220,000 active. AID 1304; in the data active = activation above about 33%, passing the limit was not always enough;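 also: cells stimulated with NPY at EC10 then isoproterenol at EC100; 0% = low agonist plus stimulus and 100% = saturating agonist plus stimulus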
CHOP inhibitor = CHOP inhibition in unfolded protein response; CHO-K1 CHOP-promoter luciferase, tunicamycin-induced, 15-18 h; inhibition, % at 10 µM; 3.8% of 220,000 active; AID 2732;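 active = compounds that reduced the stress-induced luciferase reporter signal by more than about 70% of percent inhibition, limit read from the data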;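 also: 0% = tunicamycin plus vehicle and 100% = wells without tunicamycin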
* hit, by the source's call; nt = no result given; & = joins results of further samples; [ ] = remark or other dose.

SMILES	NPY Y1 blocker	zfTRPN1 agonist	TRPML3 agonist	EP2 antag	PPC-1+TRAIL kill	EP2 mod	14-3-3 Bad PPI	NPY-Y1 PAM-ag	CHOP inhibitor
COc1ccccc1C(=O)N1CCCC(c2nc(-c3cc(OC)c(OC)c(OC)c3)no2)C1 (centres undefined)	-3	-0.2	0.2	2	-9	6	12[fluorescence artefact?]	-37	6
Cc1nc(C(=O)N2CCOCC2)sc1C1(C)CC(c2ccccc2)=NO1 (centres undefined)	nt	nt	nt	9	-1	9	0	nt	1
COc1cc(OC)cc(C(=O)N(Cc2nc(-c3cccc(C)c3)no2)C(C)C)c1	0	-1.0	-0.1	12	9	10	-12	-15	34
COc1ccc(N2C=C3C(=O)C(C)(OC(=O)CCc4ccccc4)C(=O)C=C3C=C2c2ccc(C#N)cc2)cc1 (centres undefined)	nt	nt	nt	21	17	-16	-2	nt	19
O=C1c2ccccc2C(=O)N1CC#CCN1CCN(C2CCCCC2)CC1	8	0.4	0.3	11	8	5	55[fluorescence artefact?]	1	-7
CCCCn1nnnc1NCc1cccnc1	1	-1.2	-0.1	19	8	20	0[fluorescence artefact?]	-4	-17
CN(c1ccccc1)S(=O)(=O)c1cccc(NC(=O)c2cncc(Br)c2)c1	nt	0.9	-0.1	3	4	-25	-1	3	39
O=C(COc1cccc(NC(=O)c2cccc([N+](=O)[O-])c2)c1)c1ccc(Br)cc1	1	0.8	-0.5	33	-10	-19	7[fluorescence artefact?]	-16	18
Cc1nnc(SCC(=O)NCc2ccccc2Cl)[nH]c1=O	1	1.0	1.1	6	1	17	-8	15	4
Cc1ccc(C(=O)OCC(=O)NCc2cccs2)cc1S(=O)(=O)N1CCOCC1	4	2.8	0.7	11	19	1	6	14	-2
Cc1ccc(C(=O)NC(C)c2ccccc2)o1 (centres undefined)	3	0.5	0.7	9	3	5	5[fluorescence artefact?]	-1	-15
CCn1c(Cc2ccccc2)nnc1SCC(=O)Nc1ccc(OC)cc1	-2	0.8	-0.2	17	16	-29	-3	13	20
CC(C)(C)OC(=O)N/N=C\c1ccc(OC(=O)c2ccco2)cc1	-4	0.5	1.7	0	25	-57	-21	0	-1
O=C(O)/C=C/c1cnn(-c2ccccc2)c1	0	-0.3	0.6	8	12	16	-1	-3	-18
CCCOC(=O)CCCN1C(=O)/C(=C2\SC(=S)N(CCCC(=O)OCCC)C2=O)SC1=S	nt	3.3	0.5	7	1	-9	-13	14	1
C=CCNCCCCOc1ccc(Br)cc1C	7	-3.7	0.7	3	18	-40	-13	7	46
Cc1cc(N/N=C/c2ccccc2Cl)nc(NCc2ccccc2)n1	25*	-1.5	-0.3	11	46	-7	-7	-72	8
O=C(C1=NN(c2ccccc2)C2C(=O)N(c3ccccc3)C(=O)C12)c1ccccc1 (centres undefined)	1	1.9	1.2	9	11	42	-35	-19	59
Cc1nn(CC(=O)c2ccc(Br)s2)c(C)c1[N+](=O)[O-]	nt	1.1	0.4	6	5	19	11	-1	-10
COc1cccc(C(=O)NCc2nnc(SCC(=O)Nc3nccs3)n2-c2ccccc2)c1	0	1.6	0.5	13	nt	5	7[fluorescence artefact?]	-19	-1
C#CCN1CC(C)/C(=N/O)CC1C (centres undefined)	-2	1.7	0.0	15	11	5	60	8	13
O=S(=O)(Cc1noc(-c2ccccc2Cl)n1)c1ccccn1	nt	0.8	0.4	-1	11	-33	-1	0	-16
COc1ccccc1/C=C(\C#N)C(=O)Nc1ccc(S(N)(=O)=O)cc1	0	2.7	1.3	6	-2	-53	-3	18	-20
NC(=O)c1c(NC(=O)c2cc3ccccc3o2)sc2c1CCC2	5	1.2	0.1	42*	28	-11&-68	1[fluorescence artefact?]	6	35
Cc1oc2c(CN3CCCC3)c(O)ccc2c(=O)c1-c1ccc(Cl)cc1	2	2.2	0.6	nt	-2	17	-7	7	18
CCC(Oc1ccccc1)C(=O)N1CCN(c2ccccn2)CC1 (centres undefined)	-2	-0.5	0.4	12	-6	10	-4	2	10
COc1ccc(C2C(C#N)=C(C)NC3=C2C(=O)CC(C)(C)C3)c(OC)c1 (centres undefined)	6	2.5	0.7	-3	-7	19	-8	8	5
CCOC(=O)CCc1c(C)c2ccc(OCc3nn[nH]n3)c(C)c2oc1=O	-2	-0.3	0.9	10	21	-39	66	5	22
CCOc1c(Br)cc(CNc2ccc(N3CCN(C(C)=O)CC3)cc2)cc1OC	nt	4.0	1.3	5	18	-12	-3	1	23
Cc1ccccc1NC(=O)c1cccc(OCc2c(C)noc2C)c1	10	0.6	-0.6	13	8	0	7	4	16
COC(=O)C1=C(C)N(C)C(=S)N(C)C1c1cccc(Br)c1 (centres undefined)	8	-3.8	-1.8	10	15	58	-5	-17	-4
COc1ccc(CCNC(=O)CN2CCN(S(=O)(=O)c3ccc(Cl)cc3)CC2)cc1OC	3	-0.8	-0.3	11	7	2	-5	-2	14
CCOc1cccc(CN2CCN(c3cccc(C(F)(F)F)c3)CC2)c1O	2	-1.4	1.3	2	3	-9	40	-12	100*
COc1ccc(CNc2oc(Cc3cccc4ccccc34)nc2C#N)cc1	1	-1.1	-1.0	14	0	-14	7	-2	39
COc1ccc(NC(=O)c2csc3c2CCCCC3)c(OC)c1	1	-1.2	-0.4	4	22	-18	-11	-15	33
CCOc1cc(N2CCOCC2)c(OCC)cc1NC(=O)CN1CCCC(C)C1 (centres undefined)	1	-0.8	-0.2	12	16	8	-2[fluorescence artefact?]	-2	-15
CN(C)S(=O)(=O)c1ccc(N2CCCC2)c(C(=O)Nc2nc3c(ccc4ccccc43)s2)c1	-6	-0.7	1.0	5	10	2	-14	-13	34
Cc1ccc(S(=O)(=O)/N=C2/NC(=O)/C(=C/c3ccccn3)S2)cc1	9	-0.6	-0.4	11	6	21	10	-13	-2
COCc1cc(=O)[nH]c(Nc2nc(C)c3cc(OC)ccc3n2)n1	1	-0.8	1.2	nt	6	-15	2	-17	-27
COC(=O)c1cc(=O)n(-c2c(Cl)cc(C(F)(F)F)cc2Cl)[nH]1	nt	0.7	1.0	10	18	4	-4	6	6
COc1cc2c(cc1NC(=O)CSc1ccccn1)oc1ccccc12	10	0.3	0.4	nt	8	10	-4	-31	-9
CCCOc1ccc(C(=O)CCC(=O)OCC(=O)Nc2cc(C)on2)cc1	1	-0.7	0.2	12	9	8	5	-33	21
COc1ccc2c(c1)Cc1sc(NC(C)=O)nc1-2	3	0.2	-0.3	3	-9	6	-2	-13	44
COc1ccc(C(=O)NCC(=O)OCc2ccc(F)cc2Cl)cc1OC	-1	1.2	-0.2	6	3	-21	-4	-1	-1
O=C(N1CCCCC1)N1CCN(c2ccc(Cl)cc2)CC1	-2	0.8	1.3	35	12	15	-4	19	52
O=C1/C(=C/c2ccc(N3CCCC3)cc2)NC(=S)N1C1CC1	2	9.4	6.7	14	5	15	0[fluorescence artefact?]	17	-5
O=C(NCc1ccccc1)C1=C[C@@H](c2ccc(C(F)(F)F)cc2)C[C@@H](OCc2ccc(CO)cc2)O1	-6	2.0	1.0	nt	7	-19	-3	-2	11
S=C(NCCc1ccccn1)NC1CCCCC1	0	-0.9	0.3	4	1	-4	0[fluorescence artefact?]	17	-18
COc1ccccc1NC(=O)CSc1nnc(C2CCCCC2)n1-c1ccccc1	nt	0.0	-0.7	4	27	-9	3	31	15
CC(C)C(C)NC(=O)COc1ccc([N+](=O)[O-])cc1Cl (centres undefined)	3	5.1	0.9	6	9	3	-7[fluorescence artefact?]	-10	2
Additional structures follow:
SMILES	NPY Y1 blocker	zfTRPN1 agonist	TRPML3 agonist	EP2 antag	PPC-1+TRAIL kill	EP2 mod	14-3-3 Bad PPI	NPY-Y1 PAM-ag	CHOP inhibitor
CCC(C)(C)n1nnnc1C(c1ccc2ncccc2c1)N1CCN2CCCC2C1 (centres undefined)	-5	0.4	0.1	4&9	7	-19&-10	3	-3	3
Cc1cccc2cc(C3CC(c4ccco4)=NN3C(=O)CCC(=O)O)c(Cl)nc12 (centres undefined)	-1	-0.3	0.6	10	4	38	3	-26	-17
Brc1ccccc1-c1nnc(COc2cccc3cccnc23)o1	1	-1.3	-0.3	25	2	-40	3	-21	-11
COc1cc(CN(C)CCc2ccccn2)cc(OC)c1OC	9	2.1	0.1	13	19	-10	73*	7	23
O=[N+]([O-])c1ccc(N2CCNCC2)c(S(=O)(=O)N2CCOCC2)c1	2	2.1	1.0	11	17	30	9	-7	-10
Cc1nc(C)c(C(=O)C2=C(O)C(=O)N(CCN3CCOCC3)C2c2cccnc2)s1 (centres undefined)	-1	0.2	0.6	2	27	17	12	-1	-27
Cc1cc(C)n(-c2cc(=O)n(C)c(=O)n2C)n1	-2	1.2	0.6	3	-5	19	-12	11	15
COc1cc(CNn2c(C)n[nH]c2=S)cc(Br)c1OCc1ccc(F)cc1	0	-0.1	1.4	8	24	41	-4	7	2
CN(C)CCCNc1c2c(nc3cc(-c4cccc(F)c4)nn13)CCC2	-1	0.0	-0.1	14&10	9	-24&-19	-8	10	-9
CC[C@@H](C)[C@@H](C(=O)N1CCNCC1)n1cc(CCC(=O)O)nn1	2	-1.0	0.6	7	-2	-1	1	-2	12

Shown with two lines to a compound: entries from further up
Every second line gives: NPY Y1 blocker, zfTRPN1 agonist, TRPML3 agonist, EP2 antag, PPC-1+TRAIL kill, EP2 mod, 14-3-3 Bad PPI, NPY-Y1 PAM-ag, CHOP inhibitor
Cc1cc(C)n(-c2cc(=O)n(C)c(=O)n2C)n1
 : -2, 1.2, 0.6, 3, -5, 19, -12, 11, 15
Cc1cccc2cc(C3CC(c4ccco4)=NN3C(=O)CCC(=O)O)c(Cl)nc12 (centres undefined)
 : -1, -0.3, 0.6, 10, 4, 38, 3, -26, -17
Brc1ccccc1-c1nnc(COc2cccc3cccnc23)o1
 : 1, -1.3, -0.3, 25, 2, -40, 3, -21, -11
CC[C@@H](C)[C@@H](C(=O)N1CCNCC1)n1cc(CCC(=O)O)nn1
 : 2, -1.0, 0.6, 7, -2, -1, 1, -2, 12

Later entries
SMILES	NPY Y1 blocker	zfTRPN1 agonist	TRPML3 agonist	EP2 antag	PPC-1+TRAIL kill	EP2 mod	14-3-3 Bad PPI	NPY-Y1 PAM-ag	CHOP inhibitor
COc1ccc(OC)c(-c2oc3ccccc3c(=O)c2O)c1	11	-0.9	-0.7	15	-5	45	-3	-1	56
CC(=O)Nc1ccc(NS(=O)(=O)c2c(Cl)cccc2Cl)cc1	nt	1.9	1.4	6	20	24	1	9	-6
Cc1c(Cc2ccccc2)c(=O)oc2c(O)c(O)ccc12	-4	0.0	-0.8	9	-2	-3	8	-17	-8
CCOc1ccc(Cl)cc1S(=O)(=O)N1CCCC1	-4	-1.1	0.5	6	20	26	3	15	-1
O=C(/C=C/c1ccc(Br)cc1)c1ccc(NC2=NCCCS2)cc1	2	-1.2	0.6	11	36	-86	6	-28	-58
O=C(Cn1nc(C(=O)O)c2ccccc2c1=O)Nc1ccc2c(c1)OCO2	nt	-1.3	0.1	10	-10	0	-1	-12	-15

Some of the compounds tested; count on the stated rates, not on these rows.
